Cneo AK release = causes C. neoformans cell lysis. adenylate kinase release luminescence, 4 h; normalised: neutral wells 0, clomiphene wells 100. lysis activity, % at 15 µM. 360,000 tested, 0.2% active. AID 651654;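 active means mean lysis activity across replicates of at least 80%, whatever share of replicates individually reach that level; inactive means mean lysis activity below 80%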
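Material – log-phase Cryptococcus neoformans yeast cells · Input – 5 × 10^6 yeast cells/mL · Medium – fresh YPD growth medium · Doses – single compound concentration per well · Timing – static 4 h at 37 °C with compound, 1 h detection · Detection – adenylate kinase release luminescence · Read-out – signal increase indicating cell lysis · Control set – Clomiphene as positive lysis control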
E-sel inducer = E-selectin induction on HUVECs; P16581; activation, % at 7.58 µM; HUVEC E-selectin immunofluorescence imaging; normalized: neutral wells 0, TNF-alpha wells 100; 260,000 tested, 0.37% active; AID 686992;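 active means mean E-selectin-positive cell signal at least 10% of the positive control, reached in at least 60% of replicates, without over 20% cell loss; inconclusive means no rule given, readout overlaps actives, possibly toxicity-flagged; inactive means the rest, including those meeting only one limit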;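 further: in these data hits start at about 27%; measured in HUVEC primary endothelial cells; signal is the percent of cells scored E-selectin positive by PE staining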
Target sequence (P16581 whole entry, looked up): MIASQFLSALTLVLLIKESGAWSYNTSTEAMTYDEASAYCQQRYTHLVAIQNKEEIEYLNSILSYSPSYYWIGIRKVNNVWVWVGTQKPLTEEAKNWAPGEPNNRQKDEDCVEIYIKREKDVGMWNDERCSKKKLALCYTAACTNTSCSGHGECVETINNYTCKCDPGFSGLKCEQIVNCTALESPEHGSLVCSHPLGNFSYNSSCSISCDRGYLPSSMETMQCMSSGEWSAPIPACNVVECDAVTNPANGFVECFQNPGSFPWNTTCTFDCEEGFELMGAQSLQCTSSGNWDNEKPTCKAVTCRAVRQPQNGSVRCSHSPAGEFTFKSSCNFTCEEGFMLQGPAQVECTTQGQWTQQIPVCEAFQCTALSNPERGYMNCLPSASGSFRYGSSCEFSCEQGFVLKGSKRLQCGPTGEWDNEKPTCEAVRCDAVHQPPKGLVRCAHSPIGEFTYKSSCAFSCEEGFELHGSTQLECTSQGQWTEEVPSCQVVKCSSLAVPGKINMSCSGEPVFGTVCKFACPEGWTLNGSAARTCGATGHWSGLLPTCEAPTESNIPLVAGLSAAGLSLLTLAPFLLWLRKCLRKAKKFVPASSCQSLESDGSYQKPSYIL
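System: HUVEC, human umbilical vein endothelial cells; quantity: 3,000 cells/well; buffer or medium: EGM-2 medium, gelatin-coated wells; dosing: single-point compound dose; detection: immunofluorescence imaging; evaluation: % PE-positive cells; benchmarks: TNF-alpha, DMSO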
RAD52 anneal inh = inhibitors of human RAD52 DNA annealing. P43351. recombinant RAD52 DNA annealing, FRET fluorescence. inhibition, % at 18.7 µM. 360,000 tested, 0.46% active. AID 651710;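 active means every replicate showing at least 50% inhibition; inconclusive means mean inhibition at least 50% but not in every replicate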
Target sequence (P43351 whole entry, looked up): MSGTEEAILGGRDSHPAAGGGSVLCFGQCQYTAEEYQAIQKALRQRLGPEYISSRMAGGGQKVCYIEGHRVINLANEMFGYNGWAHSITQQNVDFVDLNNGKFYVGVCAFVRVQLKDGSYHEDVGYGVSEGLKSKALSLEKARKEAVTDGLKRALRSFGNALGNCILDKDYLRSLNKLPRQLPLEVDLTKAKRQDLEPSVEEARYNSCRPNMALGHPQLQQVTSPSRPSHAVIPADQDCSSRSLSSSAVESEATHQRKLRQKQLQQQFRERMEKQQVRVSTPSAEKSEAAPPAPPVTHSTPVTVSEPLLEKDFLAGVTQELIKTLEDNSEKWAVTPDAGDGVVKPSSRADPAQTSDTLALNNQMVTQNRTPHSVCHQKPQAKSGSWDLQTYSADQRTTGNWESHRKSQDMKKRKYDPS
RAD54 inh = inhibitors of human RAD54 branch migration; inhibition, % at 10.4 µM; 360,000 tested, 0.14% active; AID 602329; RAD54 Holliday junction branch migration, FAM/BHQ fluorescence; Q92698;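 active means mean normalized replicate activity at least 40 and at least half of replicates scoring 40 or more; inconclusive means only one of the two criteria met; inactive means mean below 40 and under half of replicates reaching 40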;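 further: 0% = median of neutral control wells and 100% = median of positive control wells; inhibitors cause a drop in the FAM fluorescence signal; in these data hits start at about 50%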
ERAP1 HTS inh = ERAP1 (human) enzyme inhibition; Q9NZ08; recombinant ERAP1, Leu-AMC fluorescence, 60 min; inhibition, % at 10.7 µM; 340,000 tested, 0.15% active;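 active means mean replicate inhibition of at least 30%, or all replicates individually reaching that 30% level; inactive means mean below 30% and not every replicate reaching it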;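 further: 0% = neutral control wells and 100% = L-leucinethiol positive control wells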
PGC1a acetyl inh = modulators of PGC1a acetylation. U2OS PGC1a acetylation, AlphaScreen anti-acetyl-lysine; with virally co-expressed GCN5 acetyltransferase. inhibition, % at 15.6 µM. 350,000 tested, 0.17% active;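 active means every replicate shows inhibition of at least 40%; inconclusive means mean inhibition at least 40% but some replicate below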;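 further: 0% = neutral control wells and 100% = positive control wells; some results beyond the cut were filed as inactive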
miR-122 sensor = inhibitors of miR-122 in Huh7 cells. 340,000 tested, 0.3% active. AID 602342. Huh7 miR-122 Renilla luciferase sensor, 48 h; neutral wells = 0, positive control = 100. activation (reporter increase), % at 12.5 µM;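 active means mean replicate activation score at least 90 and every replicate individually at or above 90; inconclusive means only one of the two criteria met; inactive means neither criterion met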;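 further: higher luciferase means less miR-122 activity so hits act as miR-122 inhibitors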
PglD inh = inhibitors of Campylobacter jejuni PglD acetyltransferase | 360,000 tested, 0.098% active | inhibition, % at 12.5 µM | purified PglD enzyme, DTNB colorimetric CoA detection; in the data active means inhibition above about 16%, passing the limit was not always enough; inconclusive means no clear call, values can overlap the other calls; further: strong numbers were not always called active
An asterisk follows results filed as active; i = inactive; ? = inconclusive; · = not tested or not shown; & = joins results of further samples; [ ] = remark or other dose.

canonical_smiles	Cneo AK release	E-sel inducer	RAD52 anneal inh	RAD54 inh	ERAP1 HTS inh	PGC1a acetyl inh	miR-122 sensor	PglD inh
CC(=O)c1cccc(CN2CCC(CO)(CCCc3ccccc3)CC2)c1	·	0.2	-11	·	·	4	17	·
CCCNC(=O)Nc1ccc2c(c1)OC[C@@H](C)N(C(=O)C1CCCCC1)C[C@@H](C)[C@H](OC)CN(C)C2=O	-2	0.3	5	-5	0	·	4[16.7 µM]	4
Cc1ccc(NS(=O)(=O)c2cccc(C(=O)NCC(c3cccs3)N(C)C)c2)cc1 (stereo not given)	-2	·	-10	5	3	2	9	-2
Cc1ccc(S(=O)(=O)N(C)C[C@@H]2Oc3ncc(C#CCC(C)C)cc3C(=O)N([C@@H](C)CO)C[C@H]2C)cc1	-6	0.1	6	-1	0	-8	-9[16.7 µM]	1
O=C(NC1CCCCC1)N1CC(=O)N2[C@H](CO)[C@H](c3ccc(-c4cccnc4)cc3)[C@@H]2C1	·	-0.7	-10	·	0	4	·	·
COc1cccc(C2CC(=O)C3=C(C2)Nc2ccccc2N(C(=O)CCC(=O)O)C3c2ccc(F)cc2)c1 (stereo not given)	3	7.4	-16	9	·	6	·	-8
C[C@@H]1CN([C@H](C)CO)S(=O)(=O)c2ccc(-c3ccncc3)cc2O[C@H]1CN(C)Cc1ccc(Oc2ccccc2)cc1	5	131*	3	10	1	-4	18[16.7 µM]	0
CCCc1cc(C(=O)N2CCCC(Cc3ccccc3C)(C(=O)OCC)C2)no1 (stereo not given)	-3	-0.1	-5	-3	-1	-17	-12	-2
Cc1ccc(Nc2ccc(C(=O)NCCc3ccccc3)cn2)cc1	0	-0.1	-12	3	-1	·	4	-3
Cn1nc(NC(=O)C(C)(C)C)c2c(F)cccc21	0	0.1	-9	3	·	·	0	17
COC(=O)C1Cc2ccccc2CN1S(=O)(=O)c1ccc(F)cc1 (stereo not given)	5	·	4	-4	-2	-3	-3	3
Cn1c(-c2sc(=S)n(-c3ccccc3)c2N)nc2ccccc21	-1	·	·	1	·	-5	3	-9
COCC(=O)NC[C@H]1[C@@H](c2ccccc2)[C@@H](CO)N1C(C)=O	5	0.0	1	5	2	-3	0[16.7 µM]	-4
O=C(Nc1ccccc1F)N1CCCCN2[C@H](C1)[C@H](c1ccc(C3=CCCC3)cc1)[C@@H]2CO	-4	0.3	·	4	·	-9	4[16.7 µM]	5
NC(=O)C[n+]1cccc(/C=N/O)c1	·	-0.3	-17	·	0	-4	·	·
Cc1ccc(C2=CC(c3ccccc3)n3ncnc3N2)c(C)c1 (stereo not given)	2	0.0	0	1	1	·	-1	0
COc1ccc(NC(=O)CCCNS(=O)(=O)c2cccs2)cc1	1	·	·	10	·	3	-3	0
O=C(c1ccco1)N1CCN(CCOc2ccccc2)CC1	6	·	2	-4	-2	-12	4	7
COC(=O)c1c(C(=O)c2ccc(Br)cc2)n(C)c2ccccc12	-2	·	-8	15	0	-7	-4	3
Cc1ccc(C)c(S(=O)(=O)N2CCN(C(=O)CN3C(=O)NC(C)(C)C3=O)CC2)c1	-1	24	-1	-12	0	·	·	4
CN(C)C(=O)C[C@@H]1C[C@H]2c3cc(NS(=O)(=O)c4ccccc4)ccc3O[C@H]2[C@H](CO)O1	-2	-0.4	-2	-2	-3	0	5[16.7 µM]	0
CCCNC(=O)c1cc(C2CCCN(C(=O)c3ccccc3)C2)on1 (stereo not given)	2	-0.2	-78	3	-1	-9	-2	-7
COc1ccc(-c2ccc(SCC(=O)N3c4ccccc4CC3C)nn2)cc1OC (stereo not given)	-3	·	·	2	·	11	6	3
FC(F)(F)c1cccc(N2CCN(Cc3ccoc3)CC2)c1	·	·	-10	·	3	-11	1	·
CCN(Cc1ccccc1)C(=S)Nc1cc(C(=O)OC)ccc1C(=O)OC	0	·	2	6	3	-6	-2	3
CCC(C)(C)n1nnnc1C(c1ccc(C)cc1)N1CCN(C(=O)c2ccco2)CC1 (stereo not given)	2	·	·	9	·	-17	35	8
O=[N+]([O-])c1cccc(C2=NCCC(c3ccccc3)O2)c1 (stereo not given)	-3	-0.2	-19	7	0	·	·	7
O=C(COC(=O)c1cc[n+]([O-])cc1)Nc1ccc([N+](=O)[O-])cc1C(F)(F)F	-1	·	4	2	0	·	·	0
NC(=O)CC(NC(=O)Cc1cccc2ccccc12)c1ccc(NCCN2CCCC2)c([N+](=O)[O-])c1 (stereo not given)	-1	0.0	21	-2	21	·	11	-2
O=C(O)CCCn1ccc2cc(S(=O)(=O)N3CCCC3)ccc21	-3	·	2	8	-2	-6	-4	5
Cc1noc2ncnc(Sc3ccc(Br)cc3)c12	1	0.0	-2	-3	-4	-32	-3	1
Cc1ccc(CNC(=O)C2CCCN2C(=O)Nc2ccc(C)cc2)cc1 (stereo not given)	2	·	-5	-1	5	·	·	-3
CSc1nc(N2CCOCC2)c2c(c1C#N)CCCCC2	1	·	·	1	·	0	-5	-1
O=C(O)C[C@@H]1CC[C@@H](NC(=O)Nc2cc(F)ccc2F)[C@H](CO)O1	52	0.2	2	-7	-2	-3	·	3
COc1cccc(NC(=O)CN(C)C(=O)Cc2ccc3c(c2)CCC3)c1	1	·	-12	-4	2	-15	-2	2
CCCNC(=O)N1[C@H](CO)[C@H](c2ccccc2)[C@H]1CNC(C)=O	1	0.0	0	7	1	-3	-6[16.7 µM]	0
COc1ccc(Cn2c(=N)c(C(=O)NCC3CCCO3)cc3c(=O)n4ccccc4nc32)cc1 (stereo not given)	4	·	10	12	·	6	0	-11
O=C(CC1CCCC1)N1CCN(S(=O)(=O)c2cccc(F)c2)CC1	0	1.7	-20	2	-2	5	-13	-4
CCc1c(C#N)c(SCCC(=O)Nc2ccc(OC)cc2)nc2c1C(=O)CC(C)(C)C2	-2	·	·	-6	·	57	2	-1
C[C@H]1CN([C@@H](C)CO)S(=O)(=O)c2ccc(C3=CCCC3)cc2O[C@H]1CN(C)Cc1ccncc1	53	-0.2	-14	-11	2	-11	-7[16.7 µM]	1
CC(C)c1c(C(=O)N/N=C/c2cccc(OCc3ccc(F)cc3)c2)nnn1-c1nonc1N	-1	·	-2	2	-3	7	1	0
CO[C@H]1CN(C)C(=O)c2cc(NC(=O)c3ccno3)ccc2OC[C@H](C)NC[C@@H]1C	-3	0.2	i	-20	-4	-10	23[16.7 µM]	2
CCOC(=O)c1ccc(NC(=O)Cn2c(C)nc3c(sc(=S)n3CC)c2=O)cc1	0	-0.1	-1	-7	-1	7	-2	-6
COC(=O)/C(=C1/Oc2cc(C)oc(=O)c2S1)C(F)(F)F	-4	·	-15	-8	-4	-15	-2	1
COc1cccc(OC)c1NC(=O)C1CCCN1C(=O)Nc1ccccc1F (stereo not given)	8	·	-4	6	-5	2	-3	-2
COc1ccc(NC(=O)CSc2nnc(CN3CCOCC3)n2C)cc1Cl	-4	0.9	-23	1	-6	·	-4	1
COCC(=O)N1CC2(C1)[C@H](c1ccccc1)[C@@H](CO)N2Cc1ccccc1OC	·	-0.1	4	·	-1	5	·	·
Cc1ccc(CNC(=O)c2ccccc2NS(=O)(=O)c2ccc(Cl)nc2)cc1	-5	0.0	-11	1	0	-4	·	-6
COc1ccc(C(=O)NCC(c2cccs2)N2CCc3ccccc32)cc1OC (stereo not given)	4	2.6	-16	1	0	·	11	1
COc1ccc(C)cc1Nc1n[n+](-c2ccccc2)c(-c2ccc(SC)cc2)s1	-7	0.2	-10	1	2	-10	2	3

Further records
canonical_smiles	Cneo AK release	E-sel inducer	RAD52 anneal inh	RAD54 inh	ERAP1 HTS inh	PGC1a acetyl inh	miR-122 sensor	PglD inh
CC1Cc2cc(S(=O)(=O)CCC(=O)N3CCN(c4ccccc4)CC3)ccc2N1C(=O)C1CC1 (stereo not given)	4	·	-8	-5	-2	-15	-4	-3
C[C@@H]1CN([C@@H](C)CO)C(=O)c2cc(-c3cccnc3)cnc2O[C@H]1CN(C)C(=O)C1CCC1	1	0.0	3	4	2	6	-8[16.7 µM]	-2
C=CCn1nc(-c2ccccc2)cc1C(=O)OCC	-1	0.1	-8	-6	1	0	-2	4
CCS(=O)(=O)Nc1ccc2c(c1)C(=O)N(C)C[C@H](OC)[C@H](C)CN(Cc1nccs1)[C@@H](C)CO2	6	-0.2	6	-2	1	0	0[16.7 µM]	-3
COc1ccc(CNn2cnnc2)c(O)c1	3	-0.4	-1	10	-2	·	·	-5
O=C(O)CCCCCNS(=O)(=O)c1cccc2nsnc12	-3	·	·	-21	·	19	-3	4
O=C(C[C@H]1CC[C@@H](NC(=O)C2CCC2)[C@@H](CO)O1)NCCCN1CCOCC1	-3	-0.1	0	-4	1	0	·	0
Cc1cccn2c(=O)c(/C=C(\C#N)C(=O)NCc3ccco3)c(N3CCOCC3)nc12	0	0.1	-39	-1	-14	7	-9	-10
O=C(N/N=C/c1c[nH]c2ccccc12)C1CC1(c1ccccc1)c1ccccc1 (stereo not given)	2	-0.6	·	-1	·	0	2	6
O=C(O)C[C@@H]1C[C@@H]2c3cc(NC(=O)C4CCOCC4)ccc3O[C@@H]2[C@H](CO)O1	·	-0.2	-7	·	0	-4	·	·
Cc1ccc(C(c2nnnn2C2CCCCC2)N(C)C2CCCCC2)cc1 (stereo not given)	2	·	·	2	·	11	12	0
Cc1nc(Cl)sc1C(=O)Nc1ccccc1Cl	-4	-0.1	-5	3	4	11	-3	3
O=C(NCc1ccc2c(c1)OCO2)c1nc(Cn2cc(Br)cn2)no1	-2	0.1	-7	-2	0	·	·	-4
COCc1nc2ccccc2n1Cc1cccc(C)c1	-1	·	·	-7	·	·	-7	2
O=C(Nc1ccccc1-c1ccccc1)c1ccc(=O)[nH]n1	2	·	-9	-6	-3	-3	-6	4
CN(Cc1ccccc1)C(=O)c1ccc2c(c1)NC(=O)C(N1CCOCC1)S2 (stereo not given)	-1	·	-6	-7	1	?	-1	5
C[C@H](CO)N1C[C@H](C)[C@H](CN(C)C(=O)Nc2cccc3ccccc23)OCc2cnnn2CCCC1=O	-1&-1&10	0.1&0.1	-17&-5&-4	5&7&-6	-3&1&2	1&-6&4	-1	0&-2&-4
COc1ccccc1-c1ccc([C@@H]2[C@@H](CO)N3CCCCN(Cc4ccncc4)C[C@H]23)cc1	-4	-0.1	-9	3	-1	-5	10[16.7 µM]	-1
CC(C)Cn1c(=O)oc2ccccc21	1	·	-6	-2	8	-2	-1	4
O=C(NCc1ccccc1F)C1CC(=O)N(c2ccc3c(c2)OCCO3)C1 (stereo not given)	-1	-0.2	-23	-2	11	-6	-6	0
O=C(O)COc1ccc(/C=N/NC(=O)/C(=C/C=C/c2ccccc2)NC(=O)c2ccccc2)cc1	1	·	-9	0	2	2	0	-2
CC(C)(C)NC(=O)Cn1nnc(-c2ccc(Cl)cc2)n1	-1	·	-3	3	1	-7	-4	-2
